S2 tox: cell viability loss in ATXN counter-screen. S2 cells (HEK-293 line with an ATXN2-luciferase reporter) viability, CellTiter-Fluor protease fluorescence, 24 h. Potency, µM (top dose mostly 56.7 µM), usual class: cytotoxic. hit rate 0.49% among 400,000. AID 651635; further: potency means the concentration at half of the fitted maximal effect; nearly all actives have a fitted effect of over 40% in size
HT1080 IDH1KD tx: HT-1080 IDH1 knockdown cell toxicity (counter line) | HT-1080 IDH1 knockdown viability, ATP luminescence, 48 h | Potency, µM (series often up to 46.1 µM), without a hit: at the top dose activity, negative = toxicity, hits mostly cytotoxic | hit rate 2% among 360,000;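 further: potency means the concentration at half of the fitted maximal effect; 0% = DMSO wells and -100% = cell-free medium wells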
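IDH1KD HT-1080 cells, 750/well, RPMI + 5% FBS; compound pinned after 2 h settling; 48 h, 37 °C; CellTiter-Glo luminescence; % activity normalised to DMSO and no-cell wells; curves fitted, classed by r2 and efficacy.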
MCF10A rereplic: DNA re-replication induction in MCF 10a cells | Potency, µM (titrated, usually from 46.1 µM), for the others: top-dose activity, positive = re-replication, most hits filed as activators | MCF 10A DNA re-replication, Hoechst nuclear intensity, 48 h | hit rate 2.9% among 350,000; further: potency means the concentration at half of the fitted maximal effect; % of control where 0% means no effect; nearly all actives have a fitted effect of over 50% in size
IL1B secr inh: blocks inflammasome-driven IL-1 beta release | hit rate 4.7% among 360,000 | THP-1 LPS/ATP IL-1B secretion, AlphaLISA, 16 h; active compounds read low | activity change, % at 57.5 µM; in the data active means activity change below about -50%; inconclusive means mostly about -30% to -49%; further: on the % scale 0 is the no-effect control and ±100 the full control effect
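THP-1 cells pretreated 1 hr with compounds (up to 57.5 uM final), then stimulated with LPS (250 ng/mL final) plus ATP (1.25 mM final); secreted IL-1B measured by AlphaLISA after 16 hr, decreased signal indicating inhibition.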
ATXN2 expr inh: ATXN2 expression inhibition | hit rate 0.72% among 360,000 | Potency, µM (titrated, usually from 57 µM), for inactives: top-dose activity change, negative = inhibition, actives largely listed as inhibitors | HEK-293 ATXN2-luciferase reporter, luminescence, 24 h; further: potency means the concentration at half of the fitted maximal effect; on the % scale 0 is the no-effect control and ±100 the full control effect; nearly all actives have a fitted effect of over 55% in size
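qHTS (up to 57 uM final) was run with 24 h compound exposure of reporter cells at 37 °C. Each well was multiplexed: SteadyGlo luminescence measured ATXN2-luciferase expression after a fluorogenic Gly-Phe-AFC viability readout (25 uM final).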
HT1080NT lethal: kills 2HG-producing HT-1080-NT fibrosarcoma cells. HT-1080-NT fibrosarcoma viability, CellTiter-Glo ATP luminescence, 48 h. Potency, µM (doses to about 46.1 µM), without a hit: top-dose activity, negative = less viability, actives largely listed as cytotoxic. hit rate 1.6% among 360,000. AID 686970;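 further: NT is the 2HG producing partner of a matched IDH1 knockdown line; potency means the concentration at half of the fitted maximal effect; 0% = DMSO-treated cells and -100% = media-only wells without cells; nearly all actives have a fitted effect of over 55% in size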
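HT-1080-NT; 750 cells/well; 5% FBS RPMI; 48 h compound, 37 degrees C; CellTiter-Glo luminescence; curve fitting and curve-class assignment.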
KB-3-1 tox: kills parental KB-3-1 adenocarcinoma cells. KB-3-1 viability, CellTiter-Glo ATP luminescence, 72 h. Potency, µM (highest dose often 46.1 µM), for inactives: at the top dose activity change, negative = cytotoxic, actives largely listed as cytotoxic. hit rate 1.4% among 400,000. AID 1347075; further: potency means the concentration at half of the fitted maximal effect; on the % scale 0 is the no-effect control and ±100 the full control effect; nearly all actives have a fitted effect of over 60% in size
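Here the drug-naive KB-3-1 line serves as comparator for MDR sub-line selectivity; cells received compound titrations, 72 h at 37 °C, then CellTiter-Glo readout.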
SW480 rereplic: inducers of DNA re-replication in SW480 colon cancer cells; SW480 DNA re-replication, Hoechst DNA content imaging, 48 h; Potency, µM (highest dose often 46.1 µM), for inactives: at the highest dose re-replication activation, hits mostly activators; hit rate 1.8% among 340,000; further: potency means the concentration at half of the fitted maximal effect; % of control where 0% means no effect; nearly all actives have a fitted effect of over 55% in size
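Quantitative HTS format with DMSO vehicle controls; 48 hr drug incubation at 37 C, then 40 min Hoechst staining and scanning imager measurement at 405 nm excitation.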
KB-V1 cytotox: kills drug-selected multidrug resistant KB-V1 cells | KB-V1 MDR cells viability, CellTiter-Glo, 72 h | Potency, µM (titrated, usually from 46.1 µM), for inactives: top-dose activity change, negative = cytotoxicity, actives largely listed as cytotoxic | hit rate 3.4% among 400,000 | AID 1347076; further: potency means the concentration at half of the fitted maximal effect; on the % scale 0 is the no-effect control and ±100 the full control effect; nearly all actives have a fitted effect of over 60% in size
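Readout: CellTiter-Glo luminescence, 10 min after addition. Cells: KB-V1 MDR subline, 72 h at 37 degrees C with compound. Analysis: corrected, normalized data fitted to concentration-effect curves.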
* hit, by the source's call; i = inactive; ? = inconclusive; . = not tested or not shown; [ ] = another dose, or the depositor's remark. Unless noted, the call rests on the fitted dose curve; in most records, active means well fitted curve in the direction sought with a large enough effect; inconclusive means small, poorly fitted or top-dose-only effect, or another doubt; inactive means no such curve, though single readings can be large; an effect the other way counts as inactive or inconclusive.

SMILES	S2 tox	HT1080 IDH1KD tx	MCF10A rereplic	IL1B secr inh	ATXN2 expr inh	HT1080NT lethal	KB-3-1 tox	SW480 rereplic	KB-V1 cytotox
COc1ccc(CC(=O)OCc2cc3ccccc3[nH]c2=O)cc1	i	15.3%	1.8%	14.2	-3.2%	12.9%	15.2%	-2.8%[9.22 µM]	-3.8%
Cc1ccc(N/C=C(\C#N)c2ccc(OCCCF)cc2)cc1	i	7.5%	8.4%	-14.5	14.3%	9.8%	-15.3%	-0.9%	-8.7%
Cc1nc2oc3c(NCc4ccccc4)ncnc3c2c2c1COC(C)(C)C2	.	-16.4%	10.4%	?	.	-15.6%	2.0%	-9.3%	?
O=C(c1ccc(F)cc1)N1CCOCC1	i	3.8%	20.4%	-9.5	.	-1.5%	2.1%	-0.3%	14.2%
CC1CCCN(CCOCCOc2ccccc2-c2ccccc2)C1 (stereo not drawn)	i	-28.0%	?	-6.7	-19.6%	-11.3%	-7.3%	?	20.6µM*
Cc1nc2ccccc2n1C1CCN(CC(=O)Nc2ccccc2Br)CC1	?	?	?	-51.2*	?	?	?	?	-4.5%
CN1CCN(c2nc(-c3ccccc3)nc3c2oc2ccccc23)CC1	i	-2.4%	1.1%	-3.2	-2.9%	-2.4%	-0.7%	0.1%	?
CC(C)c1ccc(/C=C2\SC(=O)N(CC(=O)NC3C=CS(=O)(=O)C3)C2=O)cc1 (stereo not drawn)	?	-1.5%	-5.6%	-90.1*	.	-19.3%	9.1%	-8.2%	9.1%
Cc1c(C(=O)N2CCN(C(=O)c3ccccc3)CC2)oc2ccc(F)cc12	i	20.2%	33.7%	-21.1	4.6%	10.1%	-0.8%	-20.0%	0.0%
S=C(Nc1cccc(Cl)c1Cl)NC1CCN(Cc2ccccc2)CC1	i	?	4.2%	-81.5*	?	?	?	3.0%	?
COc1ccc(C/C(O)=C(\C#N)c2nc3ccccc3[nH]2)cc1OC	i	-7.3%	12.5%	-6.8	0.8%	-0.8%	6.1%	-2.3%	5.5%
O=C(c1ccco1)N1CCN(C(=O)c2sccc2-c2ccccc2)CC1	?	-7.5%	12.1%	6.8	2.4%	4.6%	5.7%	12.3%	11.6µM*
COc1ccc(/C=C/C(=O)Nc2ccccc2C(F)(F)F)cc1	i	-0.8%	-4.3%	0.0	46.3%[activator]	7.9%	-6.3%	.	-12.3%
Cc1ccc(CNC(=O)C(=O)NCC(c2cccs2)S(=O)(=O)c2cccs2)cc1 (stereo not drawn)	i	.	.	.	0.6%	.	0.5%	.	2.4%
Nc1cc(=O)[nH]c(SCc2nnc(-c3ccccc3)o2)n1	?	-1.2%	-2.3%	33.4	-37.9%	11.6%	10.1%	-5.2%	4.7%
CCC(=O)NC1=C(Cl)C(=O)C(NC(=O)CC)=C(Cl)C1=O	.	18.4µM*	?	-85.5*	.	?	-0.8%	12.9%	-1.3%
COc1ccc(C(=O)OCC(=O)c2cc(OC)ccc2OC)c(OC)c1	i	10.4%	0.1%	7.8	10.1%	5.0%	-2.9%	-1.4%	?
O=C(Nc1cccnc1)c1ccc(S(=O)(=O)N2CCCCCC2)cc1	i	-3.7%	-0.3%	-17.7	9.2%	2.3%	10.8%	-1.9%[9.22 µM]	?
Cc1c(NS(=O)(=O)c2ccc(Cl)c(C(=O)OC(C)C(=O)N3CCOCC3)c2)c(=O)n(-c2ccccc2)n1C (stereo not drawn)	i	4.0%	-3.0%	20.5	14.9%	-7.5%	-5.4%	12.9%	-20.9%
Cc1nc(Cc2nnc(SC(C)C(=O)N3c4ccccc4NC(=O)C3(C)C)o2)cs1 (stereo not drawn)	i	6.3%	-0.4%	9.1	.	11.9%	-0.3%	1.8%	-13.2%
COc1cccc(CNC(=O)c2ccc(C)c(S(=O)(=O)N3CCOCC3)c2)c1	i	1.8%	3.2%	-2.0	1.1%	-1.5%	4.9%	-1.3%	2.3%
O=S(=O)(c1ccc(Cl)cc1)N1CCC(O)(c2cccnc2)CC1	i	6.7%	-4.6%	-0.3	-8.2%	8.6%	2.9%	-5.6%	-22.2%
COc1ccc(C(=O)OCC(=O)N2CCOCC2)cc1S(=O)(=O)N1CCOCC1	.	0.0%	1.6%	9.3	.	12.2%	0.7%	5.6%	?
COc1ccc(N2CCN(c3ccc(Cl)nn3)CC2)cc1	i	11.9%	-3.6%	?	.	10.7%	13.2%	-0.9%	?
CCOc1ccc(CN2CCCC(N3CCN(c4ccc(OC)cc4)CC3)C2)cc1 (stereo not drawn)	.	0.0%	-2.2%	-24.5	.	0.9%	-10.0%	2.9%	?

Part of the list above, showing only MCF10A rereplic, SW480 rereplic and ATXN2 expr inh:
| compound | MCF10A rereplic | SW480 rereplic | ATXN2 expr inh |
| --- | --- | --- | --- |
| O=C(c1ccc(F)cc1)N1CCOCC1 | 20.4% | -0.3% | . |
| CC1CCCN(CCOCCOc2ccccc2-c2ccccc2)C1 (stereo not drawn) | ? | ? | -19.6% |
| Cc1nc2ccccc2n1C1CCN(CC(=O)Nc2ccccc2Br)CC1 | ? | ? | ? |
| CN1CCN(c2nc(-c3ccccc3)nc3c2oc2ccccc23)CC1 | 1.1% | 0.1% | -2.9% |
| CC(C)c1ccc(/C=C2\SC(=O)N(CC(=O)NC3C=CS(=O)(=O)C3)C2=O)cc1 (stereo not drawn) | -5.6% | -8.2% | . |
| Cc1c(C(=O)N2CCN(C(=O)c3ccccc3)CC2)oc2ccc(F)cc12 | 33.7% | -20.0% | 4.6% |

(next part)
SMILES	S2 tox	HT1080 IDH1KD tx	MCF10A rereplic	IL1B secr inh	ATXN2 expr inh	HT1080NT lethal	KB-3-1 tox	SW480 rereplic	KB-V1 cytotox
N/C(=N\c1nc2c(c(=O)[nH]1)CCC2)Nc1ccccc1	i	?	1.8%	-1.5	2.1%	20.1%	4.9%	-1.1%	-9.1%
CC(NC(=O)COC(=O)CCc1ccc(S(=O)(=O)N2CCOCC2)cc1)C1CC2CCC1C2 (stereo not drawn)	i	-2.7%	-14.5%	10.1	3.0%	-4.7%	1.1%	12.6%	0.0%
COC(=O)c1[nH]c2cc(OC)c(OC)cc2c1NC(=O)c1cccc(OC)c1	i	9.1%	22.7%	?	28.3%	7.9%	10.6%	1.8%	?
CCOCc1cc(C2NC(=O)NC(C)=C2C(=O)OCC)ccc1OC (stereo not drawn)	i	-0.2%	-14.0%	-4.4	-1.3%	5.5%	17.7%	-2.5%	4.6%
CC(=O)Nc1ccc(NC(=O)C2CCCCC2C(=O)O)cc1 (stereo not drawn)	i	1.9%	-7.8%	15.3	6.1%	29.0%	1.7%	?	-0.6%
CCOc1ccc(CCNC(=O)COC(=O)COc2ccc(Cl)cc2)cc1OCC	i	3.9%	-0.7%	12.6	6.2%	-0.1%	10.5%	-11.6%	0.7%
Cc1oc2ncn(CC(C)C)c(=O)c2c1C(=O)NCCCN(C)Cc1ccccc1	i	.	.	.	2.6%	.	5.0%	.	-3.9%
Cc1ccc(C)c(S(=O)(=O)NC(CCC(N)=O)C(=O)O)c1 (stereo not drawn)	i	7.6%	-3.8%	19.1	5.2%	15.5%	15.8%	-0.8%	13.0%
O=C1NC(SCCCF)=N/C1=C/c1ccc(-n2cncn2)cc1	i	9.3%	?	3.9	13.5%	12.2%	29.5%	1.0%	-12.7%
Cc1nc(/C=[N+](\[O-])C(C)(C)/C=N/O)n(O)c1C	i	4.8%	1.7%	12.2	-0.1%	6.3%	-5.6%	0.2%	9.4%
O=C(Oc1ccc(-c2nnco2)cc1)c1ccco1	i	13.7%	-15.7%	10.1	11.6%	16.7%	1.7%	-34.3%[inhibitor]	3.6%
Cc1ccc(OCC(O)CN2CCCC2)cc1 (stereo not drawn)	i	7.6%	-0.4%	12.7	2.8%	8.2%	1.2%	-5.3%	0.0%
CNCC(O)CN1CCN(c2ccccc2OC)CC1 (stereo not drawn)	?	0.7%	?	13.8	-3.6%	11.5%	-12.2%	-10.5%	-1.8%
CC(C)(C)c1ccc(C(=O)NCCC(=O)NCc2cccs2)cc1	i	?	5.8%	26.5	-2.8%	?	-7.5%	10.7%	-21.6%
CCc1ccccc1NC(=O)Nc1cc(C(=O)NCc2ccc(OC)cc2)ccc1N1CCCC1	i	.	.	.	10.2%	.	-7.5%	.	-57.3%
COc1ccc(OC(C)C(=O)N2CC(C)OC(C)C2)cc1 (stereo not drawn)	i	7.1%	-9.9%	19.5	1.3%	3.1%	-2.8%	1.4%	2.1%
Cc1nc(SCc2nc3ccccc3[nH]2)c2oc3cc([N+](=O)[O-])ccc3c2n1	?	.	-3.6%	.	9.5%	.	1.4%	-4.5%	0.0%
CCOc1ccccc1NC(=O)C1=C(C)Nc2ncnn2C1c1ccc(NC(C)=O)cc1 (stereo not drawn)	i	.	.	.	-9.1%	.	1.5%	.	-20.8%
Cc1ccc(CNC(=O)CSCc2ccccc2F)cc1	i	-1.1%	3.1%	-14.3	33.2%[activator]	-0.4%	2.9%	-1.4%	1.9%
Cn1cccc1C(C#N)c1cccc(F)c1C#N (stereo not drawn)	i	-2.6%	-7.4%	5.4	-19.2%	-0.7%	-17.6%	0.9%	-2.6%
CCOc1nc(NCCO)nc(Nc2cc(Cl)ccc2OC)n1	i	-2.1%	1.4%	-0.2	-13.5%	0.9%	17.2%	12.2%	0.0%
Cc1ccccc1CS(=O)(=O)Cc1ccc(C(=O)NCCCN2CC(C)CC(C)C2)o1 (stereo not drawn)	.	-4.0%	-3.7%	-27.6	-11.7%	5.8%	21.5%	1.7%	0.0%

Reformatted with two lines to a compound: entries from further up
Values run as follows: S2 tox | HT1080 IDH1KD tx | MCF10A rereplic | IL1B secr inh | ATXN2 expr inh | HT1080NT lethal | KB-3-1 tox | SW480 rereplic | KB-V1 cytotox
Nc1cc(=O)[nH]c(SCc2nnc(-c3ccccc3)o2)n1
 : ? | -1.2% | -2.3% | 33.4 | -37.9% | 11.6% | 10.1% | -5.2% | 4.7%
Cn1cccc1C(C#N)c1cccc(F)c1C#N (stereo not drawn)
 : i | -2.6% | -7.4% | 5.4 | -19.2% | -0.7% | -17.6% | 0.9% | -2.6%

Screening data (PubChem BioAssay)
